High-throughput results as filed in PubChem BioAssay.
OX1R antag = blocks the human orexin 1 receptor; O43613; OX1R-expressing cells, FRET antagonist read-out; inhibition, % at 6.6 µM; 1.8% of 330,000 active; AID 485270; in the data active = inhibition mostly above about 38%, no sharp cut-off; inactive = mostly below about 40%;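 also: 0% = agonist challenge alone and 100% = reference antagonist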
Target sequence (O43613 whole entry, looked up): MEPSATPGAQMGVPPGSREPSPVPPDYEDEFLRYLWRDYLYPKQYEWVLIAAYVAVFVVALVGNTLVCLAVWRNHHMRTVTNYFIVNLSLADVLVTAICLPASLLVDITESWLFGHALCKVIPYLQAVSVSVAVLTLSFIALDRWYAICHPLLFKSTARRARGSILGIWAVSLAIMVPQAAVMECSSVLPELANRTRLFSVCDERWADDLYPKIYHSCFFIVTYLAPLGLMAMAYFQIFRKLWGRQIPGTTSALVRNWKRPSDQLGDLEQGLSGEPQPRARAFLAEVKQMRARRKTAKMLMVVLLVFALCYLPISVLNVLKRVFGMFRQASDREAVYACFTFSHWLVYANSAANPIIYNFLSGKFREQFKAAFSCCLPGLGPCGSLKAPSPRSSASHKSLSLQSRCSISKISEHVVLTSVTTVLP
STK33 kinase inh = human STK33 kinase inhibition | AID 2661 | inhibition, % at 10 µM | purified STK33, MBP phosphorylation, ADP-Glo luminescence | 0.073% of 320,000 active;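 active = inhibition at or above 25%, using the most active replicate where run in duplicate; inactive = inhibition below 25%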
Target sequence (Q9BYT3 whole entry, looked up): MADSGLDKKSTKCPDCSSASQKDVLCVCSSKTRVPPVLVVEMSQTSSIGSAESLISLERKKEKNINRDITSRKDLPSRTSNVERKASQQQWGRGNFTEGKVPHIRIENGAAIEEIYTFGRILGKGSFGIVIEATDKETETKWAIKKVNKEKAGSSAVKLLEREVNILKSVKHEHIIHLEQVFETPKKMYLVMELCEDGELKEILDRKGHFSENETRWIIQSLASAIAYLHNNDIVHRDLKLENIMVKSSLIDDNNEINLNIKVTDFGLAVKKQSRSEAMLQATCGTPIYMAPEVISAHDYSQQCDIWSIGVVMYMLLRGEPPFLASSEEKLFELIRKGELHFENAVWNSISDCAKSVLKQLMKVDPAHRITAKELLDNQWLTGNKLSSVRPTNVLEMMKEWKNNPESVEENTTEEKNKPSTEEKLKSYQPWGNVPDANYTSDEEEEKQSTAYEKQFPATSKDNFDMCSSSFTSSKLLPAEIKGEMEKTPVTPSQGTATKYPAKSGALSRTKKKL
* = called active by the depositor; x = not tested or not shown.

SMILES	OX1R antag	STK33 kinase inh
COc1ccc(-n2nnnc2SCC(=O)Nc2nnc(C)s2)cc1OC	9.8	-3.8
Cc1ccc(Cl)cc1NS(=O)(=O)N1CCOCC1	4.5	2.6
CCOc1ccccc1/C=C/c1onc(C)c1S(=O)(=O)N1CCC(C(=O)NC(C)C)CC1	2.3	-5.2
Cc1cc(C)nc(-n2ncc(C#N)c2N)n1	1.0	0.9
CN(C)c1cc[n+](CC(=O)Nc2ccc([N+](=O)[O-])cc2Cl)cc1	59.2	-0.3
COc1ccc(C(=O)COC(=O)[C@H](C)Nc2ccc(C(F)(F)F)cc2[N+](=O)[O-])c(OC)c1	8.8	-1.5
CC(CN1CCN(Cc2ccccc2)CC1)c1ccccc1 (stereo unspecified)	-6.4	-0.7
Cc1ccc(C(NC(=O)N2CCOCC2)C(Cl)(Cl)Cl)cc1F (stereo unspecified)	10.2	-2.6
C=CCn1c(COc2ccccc2-c2ccccc2)nnc1SCC(=O)NC(=O)NCc1ccco1	29.4	-1.2
CC1CC(C)CN(CCCn2c(=S)[nH]c3ccccc3c2=O)C1 (stereo unspecified)	29.4	-1.1
Cc1c(NC(=O)CCN2C(=O)c3ccccc3C2=O)c(=O)n(-c2ccccc2)n1C	21.0	-2.9
CCc1nc2ccccc2c(C(=O)OCC(=O)NCCCN2CCCC2=O)c1C	9.3	-0.3
CN1CCN(C2=Nc3ccccc3Oc3ccc(Cl)cc32)CC1	16.4	0.0
CCCS(=O)(=O)N1CCCC(C(=O)NCc2ccc(C)cc2)C1 (stereo unspecified)	17.6	0.3
Cc1nc(-c2ccccc2)sc1C1(C)CC(c2ccc([N+](=O)[O-])cc2)=NO1 (stereo unspecified)	21.4	-1.4
CC(=O)c1c(C)[nH]c(C(=O)Nc2cccc(S(=O)(=O)N(C)c3ccccc3)c2)c1C	50.4	-1.7
O=C(O)c1ccc(COc2c(F)c(F)cc(F)c2F)o1	3.9	-1.6
CCOc1ccccc1Nc1nnc(C)c(=O)[nH]1	6.9	-0.9
CCCn1c(=N)n(CC(O)c2ccco2)c2ccccc21 (stereo unspecified)	7.5	-0.7
COc1cc(/C=C2\CCCc3c2nc2ccccc2c3C(=O)O)cc(Br)c1O	21.7	-2.3
COc1ccc(N2C(=O)c3cccc4cccc(c34)C2=O)nn1	62.1*	-0.6
COC(=O)[C@H](CC(C)C)N(Cc1ccccc1)S(=O)(=O)N(Cc1ccccc1)[C@@H](CC(C)C)C(=O)OC	8.3	-0.3
O=C(Nc1ccc(Br)cn1)c1cccc(C(=O)Nc2ccc(Br)cn2)c1	2.5	0.1
Cc1ccc2nc3ccc(N4CCCC4)nn3c(=O)c2c1	77.7*	-2.3
O=C(Nc1cc(Cl)c(O)c(Cl)c1)C1CCCO1 (stereo unspecified)	10.0	-2.3
(cont.)
SMILES	OX1R antag	STK33 kinase inh
O=C(NNC(=O)c1ccccc1O)c1cc2ccccc2o1	25.4	1.8
CN(C)c1nc(Nc2ccc(Cl)cc2)nc(OCC#N)n1	38.5	-3.6
C=C(C)COc1ccc2c(C)c(CC(=O)OC)c(=O)oc2c1C	43.6	8.4
COc1ccc(S(=O)(=O)NCCCN2CCCC2=O)c(OC)c1	6.4	-3.9
CCOC(=O)NC1(NC2CCCCC2)Oc2ccccc2O1	15.2	-2.0
O=S(=O)(Nc1nnc(C2CCCCC2)s1)c1ccc(F)cc1	24.5	-0.2
CC1CCCCN1S(=O)(=O)Cc1ccccc1Cl (stereo unspecified)	x	-1.7
CCC(=O)c1ccc(OCC(=O)OCC(=O)c2cc(C)n(CC3CCCO3)c2C)cc1 (stereo unspecified)	0.5	-0.8
COc1ccc(C(=O)N2CCC(C(N)=O)CC2)cc1S(=O)(=O)N1CCCC1	3.4	-2.3
O=C(Nc1ccc(F)cc1)c1cccnc1NCCc1ccccc1	25.6	x
O=C(C1=C[C@H](C2CCCCC2)C[C@H](OCCCCO)O1)N1CCN(Cc2ccc3c(c2)OCO3)CC1	15.2	-0.6
CCCc1cc(Nc2c(C)n(C)n(-c3ccccc3)c2=O)n2c(nc3ccccc32)c1C#N	9.0	0.5
CCCCSc1nc(SCC(=O)NCc2ccco2)c2c3c(sc2n1)COC(C)(CC)C3 (stereo unspecified)	6.0	-0.6
C=CCSc1nnc2c(n1)OC(c1cccnc1)N(C(C)=O)c1ccccc1-2 (stereo unspecified)	39.0	-0.3
COc1cccc(C(c2c(N)[nH]c(=S)[nH]c2=O)c2c(N)[nH]c(=S)[nH]c2=O)c1	4.0	-8.0
O=C(Nc1ccccc1N1CCCC1)C1CC(=O)N(Cc2ccccc2)C1 (stereo unspecified)	6.3	-1.5
O=C(Nc1nc(-c2ccccn2)cs1)c1ccccc1-n1cnnn1	8.4	-0.3
COc1cc(NC(=S)N2CCN(C/C=C/c3ccccc3)CC2)cc(OC)c1	5.4	-0.4
CCOC(=O)C1CCN(C(=O)c2cccc(S(=O)(=O)N(CC)c3ccccc3)c2)CC1	20.1	-0.1
O=C(NCc1cccnc1)c1c[nH]c2cc3c(cc2c1=O)OCCO3	9.8	-0.8
CC(=O)Nc1ccc(S(=O)(=O)Nc2c(C)n(C)n(-c3ccccc3)c2=O)cc1	6.4	-0.6
Cc1ccnc(NCc2ccc(Cl)cc2)c1	1.2	-1.7
CCn1cc(C=O)c2cc(S(=O)(=O)N3CCOCC3)ccc21	10.6	0.0
CN(CC(=O)NCc1ccncc1)S(=O)(=O)c1cc(Cl)ccc1Cl	17.7	1.3
Cc1cc(NC(=O)Nc2ccccc2F)ccc1Br	41.4	-1.1
Next section:
SMILES	OX1R antag	STK33 kinase inh
COc1ccc(CCNc2oc(COc3ccc(Br)cc3)nc2C#N)cc1OC	24.5	-5.7
COc1cccc(C2C(C#N)=C(N)N(N(C)C)C3=C2C(=O)CCC3)c1 (stereo unspecified)	1.4	-1.5
CCN1CCN(C(=S)NCc2ccc(C)cc2)CC1	3.6	-0.9
CCc1ccc(NC(=O)c2cccc(NC3=NC4CS(=O)(=O)CC4S3)c2)cc1 (stereo unspecified)	4.6	-0.4
CCN1CCN(S(=O)(=O)c2cccc3nsnc23)CC1	40.0	-1.4
Cc1nn(C)c(C(=O)NNC(=S)NC2CCCCC2)c1Cl	6.5	-2.0
O=c1[nH]c2c(s1)C(c1ccc(O)cc1)C1C3CCC(C3)C1S2 (stereo unspecified)	11.6	-0.3
Clc1cccc(CSc2nc3ccncc3[nH]2)c1	2.1	1.3
Cc1ccc(NC(=S)N2CCN(c3ncccn3)CC2)cc1C	5.7	-1.0
Cc1ccccc1OCC(=O)N/N=C/c1ccc(Sc2nc3ccccc3s2)o1	7.5	-1.5
CCCc1cc(N2CCOCC2)n2ncc(-c3ccccc3)c2n1	x	3.1
CC(Oc1ccccc1)C(=O)NC1=NCCS1 (stereo unspecified)	13.9	-1.7
COc1ccccc1-c1cc(N)n(S(=O)(=O)c2cccc3nsnc23)n1	26.2	-1.0
NC(=O)c1cc(N)ccc1N1CCCCC1	19.8	-2.0
COc1ccc(CCC(=O)NCCc2nc3ccccc3[nH]2)cc1	12.7	0.6
Cc1ccc(NC(=O)C2CC(=O)Nc3nncn32)cc1 (stereo unspecified)	6.8	0.8
O=C1CNC(=S)N1Cc1cccc(Cl)c1	-2.2	1.0
O=CN1N=C(c2ccccc2)CC1c1ccc(Cl)cc1 (stereo unspecified)	17.3	-0.7
CC(=O)Nc1ccc(NC(=O)c2ccc(S(=O)(=O)N(C)c3ccccc3)cc2)cc1	6.2	-0.6
O=C(Nc1cc(S(=O)(=O)N2CCCCC2)ccc1N1CCOCC1)c1ccc(C(F)(F)F)cc1	5.5	-2.0
CCCc1cc(=O)oc2c3c(cc(OCC(=O)N4CCC[C@H]4C(=O)O)c12)OC(C)(C)CC3	7.5	0.9
CCC(C)(C)NC(=O)C(c1ccc(C)cc1)N(Cc1cccnc1)C(=O)c1csnn1 (stereo unspecified)	23.7	-0.6
Cc1nc(C)c(-c2csc(NCc3ccccc3)n2)s1	17.9	-1.7
COC(=O)C(C)(C)ONC(=O)Nc1ccccc1Cl	15.1	-3.1
O=C(CN1CCCc2ccccc21)NC(=O)NCc1ccco1	3.0	0.1

Six entries from above, ordered by length of the SMILES, largest number first:
SMILES	OX1R antag	STK33 kinase inh
O=C(Nc1cc(S(=O)(=O)N2CCCCC2)ccc1N1CCOCC1)c1ccc(C(F)(F)F)cc1	5.5	-2.0
COc1cccc(C2C(C#N)=C(N)N(N(C)C)C3=C2C(=O)CCC3)c1 (stereo unspecified)	1.4	-1.5
Cc1ccccc1OCC(=O)N/N=C/c1ccc(Sc2nc3ccccc3s2)o1	7.5	-1.5
O=C(CN1CCCc2ccccc21)NC(=O)NCc1ccco1	3.0	0.1
Cc1ccc(NC(=O)C2CC(=O)Nc3nncn32)cc1 (stereo unspecified)	6.8	0.8
CC(Oc1ccccc1)C(=O)NC1=NCCS1 (stereo unspecified)	13.9	-1.7

Next records:
SMILES	OX1R antag	STK33 kinase inh
Cc1cccc(NC(=O)C2CCN(C(=O)c3ccc(F)cc3)CC2)n1	13.3	-0.3
Cc1ccc2cccc(N)c2n1	4.5	-0.1
Cc1ccc(NC(=S)Nc2ccc(S(=O)(=O)N3CCOCC3)cc2)cc1S(=O)(=O)N1CCOCC1	12.0	-0.6
CC1=CC(=O)C=C/C1=C(/c1ccc(O)cc1C)c1ccccc1S(=O)(=O)O	17.9	0.3
Cc1nonc1N1CCN(Cc2cn[nH]c2-c2ccc(F)cc2F)CC1	17.0	-0.5
CC(NC(=O)COc1ccccc1)C(=O)N1CCN(c2ccc(F)cc2)CC1 (stereo unspecified)	-1.4	-1.1
Cc1ccc(C2=C/C(=C\c3cccnc3)C(=O)O2)cc1	14.3	-0.3
Nc1ccc(S(=O)(=O)NCC(=O)OC2CCOC2=O)cc1[N+](=O)[O-] (stereo unspecified)	14.2	-0.8
Cc1nnc(SCCC(=O)Nc2ccccc2Cl)o1	6.6	-1.1
CC1(C(=O)NCc2cc(F)cc(C(F)(F)F)c2)C=CC2(CCCCC2)N1C(=O)c1ccccc1 (stereo unspecified)	13.4	0.4
COc1ccc(NC(=O)c2cc(-c3ccccc3OC)on2)cc1	45.4*	-1.1
CC1CN(C(=S)NC(=O)c2cccc([N+](=O)[O-])c2)CC(C)O1 (stereo unspecified)	33.6	-1.2
COc1ccc(C(Nc2ccccn2)c2oc(CO)cc(=O)c2O)cc1 (stereo unspecified)	2.6	-0.1
COc1ccc(N(C2=NCCCS2)S(=O)(=O)c2ccc(C(C)(C)C)cc2)cc1	27.6	-2.1
CCC(C)(C)NC(=O)CCCSc1nc2ccccc2s1	18.7	-1.9
CCC(C)c1ccccc1NC(=O)c1cccnc1 (stereo unspecified)	17.2	0.0
O=C(CN1CCOCC1)Nc1ccc(Cl)cc1	2.9	-1.3
Cc1cc(C)cc(NC(=O)C2CCCC2)c1	8.7	-0.7
O=C(CN1C(=O)c2ccccc2S1(=O)=O)c1ccc(OC(F)F)cc1	6.7	0.1
COc1ccc(C2=CC(=O)C[C@H](c3ccc(OC)cc3)C2)cc1	3.5	-0.1
Cc1nnc2c(NCCc3ccccc3)nc3ccccc3n12	3.3	-1.0
Cc1[nH]c(=O)nc(SCc2ccc(Cl)c(Cl)c2)c1C#N	7.7	-0.5
CCOC(=O)CNC(=O)c1c(C)nn(C)c1Cl	1.3	3.8
CCC(CC)C(=O)c1c[nH]c(C(=O)NCc2ccccc2)c1	10.1	0.9
COc1ccccc1NC(=O)CCN1CCCCCC1	9.4	2.2
(cont.)
SMILES	OX1R antag	STK33 kinase inh
Cc1cc(=O)n2[nH]c(-c3ccsc3-n3c(C)ccc3C)cc2n1	15.0	-0.7
COC(=O)c1ccc(C2C(C(=O)OCC(C)C)=C(C)N=C3SCCC(=O)N32)cc1 (stereo unspecified)	14.7	-1.3
Cc1sc2nc(C3CC3)nc(SCC(=O)N3CCc4ccccc4C3)c2c1C	18.1	0.5
COc1ccc(NC(=O)CN(C)S(=O)(=O)c2ccc(Br)s2)cc1OC	1.9	-0.6
COC(=O)c1cc(OCC(=O)NC2CCCc3ccccc32)cc(C(=O)OC)c1 (stereo unspecified)	9.7	-0.7
CC1CCC(NC(=O)C(NS(=O)(=O)c2cccc3nsnc23)C(C)C)CC1 (stereo unspecified)	32.0	-1.3
CCOC(=O)CSc1nnc(CNC(=O)c2ccc(OC)cc2OC)n1-c1ccc(OC)cc1	5.5	-5.6
O=C(c1ccoc1)N1CCC(CO)(CCc2ccccc2)CC1	3.6	-1.3
N#Cc1cccc(S(=O)(=O)NCC(=O)NCCCc2ccccc2)c1	33.0	0.8
COc1cccc(CNCCO)c1OCc1ccc(Cl)cc1	5.6	-0.6
O=C(NC(C(=O)NCCN1CCOCC1)C12CC3CC(CC(C3)C1)C2)C1CCCCC1 (stereo unspecified)	12.1	-0.6
O=C(C[C@@H]1C/C=C\C[C@@H](Cc2ccc(F)cc2)C(=O)OCCNC1=O)NCCO	3.2	-0.1
CN(C)CCCSc1nc(-c2ccccc2)nc2c1CCC2	15.8	6.2
CNc1ccc(C2(O)C(=O)c3ccccc3C2=O)cc1	11.5	0.9
CCOC(=O)C1CCN(C(=S)Nc2cccc(C)c2)CC1	12.7	-0.8
CCCn1c(=O)[nH]c(=O)c2c(C(=O)OCC)cc(-c3cccs3)nc21	20.9	-1.7
COc1cc(C(=O)OC(C)C(=O)Nc2ccc3c(c2)OCO3)ccc1OCc1c(C)noc1C (stereo unspecified)	13.2	-1.2
O=C(Cc1cccs1)N(CC1CCCO1)C1(C(=O)NC2CCCC2)CCCCC1 (stereo unspecified)	10.5	0.3
CC(NC(=S)Nc1ccc(S(N)(=O)=O)cc1)c1ccc2c(c1)OCO2 (stereo unspecified)	6.0	0.6
CCOc1ccc(S(=O)(=O)N2CCCC(C(=O)N3CCN(CC)CC3)C2)cc1Cl (stereo unspecified)	5.8	-0.8

Looked up by compound from the entries so far:
SMILES	OX1R antag	STK33 kinase inh
COC(=O)c1ccc(C2C(C(=O)OCC(C)C)=C(C)N=C3SCCC(=O)N32)cc1 (stereo unspecified)	14.7	-1.3
COc1cccc(CNCCO)c1OCc1ccc(Cl)cc1	5.6	-0.6
CCOC(=O)C1CCN(C(=S)Nc2cccc(C)c2)CC1	12.7	-0.8
O=C(C[C@@H]1C/C=C\C[C@@H](Cc2ccc(F)cc2)C(=O)OCCNC1=O)NCCO	3.2	-0.1
COc1ccc(NC(=O)CN(C)S(=O)(=O)c2ccc(Br)s2)cc1OC	1.9	-0.6

Random draw from the library. Share with any hit: about 1.8%.
